Assay outcomes as filed in PubChem.
Rac1 wt GTP bind: wildtype Rac1 GTP binding modulators, primary screen, biochemical, GST-Rac1 beads, flow cytometry, multiplex; Ras-related C3 botulinum toxin substrate 1 (Homo sapiens), P63000; 190,000 compounds, 0.27% hits; GTP binding activity (% of control), % at 10 µM; fluorescent GTP binding; actives lie on both sides; 0 = cold GTP competed, 100 = untreated;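 active = GTP binding activity at least 20 points away from the 100% control level, either lower or higher; inconclusive = compound flagged as likely green fluorescent, judged across all proteins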
Mcl1-Noxa inh: Mcl-1/Noxa binding inhibitors, primary screen, biochemical, TR-FRET, 1536-well | TR-FRET Mcl-1/Noxa peptide binding, 2 h | AID 1022, 2008 | 220,000 compounds, 1.5% hits | inhibition, % at 21.7 µM;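 active = compounds that cut the protein-peptide binding signal by more than 50% relative to plate controls in a single-dose test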;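 also: His-tagged Mcl-1 with rhodamine Noxa BH3 peptide and terbium anti-His antibody; 0% = Mcl-1 plus Noxa peptide wells and 100% = peptide-only wells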
Target sequence (Q07820 whole entry, looked up): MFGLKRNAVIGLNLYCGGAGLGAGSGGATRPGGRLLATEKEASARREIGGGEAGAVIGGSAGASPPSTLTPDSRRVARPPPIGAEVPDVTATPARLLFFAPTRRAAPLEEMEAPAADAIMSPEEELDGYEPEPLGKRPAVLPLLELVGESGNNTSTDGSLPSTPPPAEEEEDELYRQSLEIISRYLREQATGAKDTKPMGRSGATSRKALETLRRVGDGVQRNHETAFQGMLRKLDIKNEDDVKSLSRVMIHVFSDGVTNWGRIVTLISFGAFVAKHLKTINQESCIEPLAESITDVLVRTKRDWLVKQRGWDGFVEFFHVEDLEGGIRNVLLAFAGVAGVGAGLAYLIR
Rab2 wt GTP: modulators of GTP binding to Rab2A wildtype, primary screen, biochemical, dog, bead-based flow cytometry, multiplex | GST-Rab2 wt beads, Bodipy-GTP binding | GTP binding activity, % at 10 µM | 190,000 compounds, 0.19% hits | AID 760, 2007;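 active = GTP binding activity at least 20 points away from 100%, either lowered or raised; inconclusive = signal likely due to the compound's own green fluorescence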;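 also: 0% = beads with excess unlabeled GTP and 100% = no-compound control corrected for plate trend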
Avidin fluor: green autofluorescence of compounds with avidin beads – biophysical, 488/530 nm, flow cytometry, artefact control, profiling panel. compound fluorescence 488/530 nm; active compounds read high. fluorescence (KMESF) at 10 µM. 220,000 compounds, 0.38% hits; in the data active = fluorescence above about 47; also: inactives centre near 10
HRas wt GTP bind: modulators of GTP binding to HRas wildtype, primary screen, biochemical, bead-based flow cytometry, multiplex | GTPase HRas (Homo sapiens), P01112 | GST-Ras wt beads, Bodipy-FL-GTP binding; actives lie on both sides | GTP binding activity, % at 10 µM | 190,000 compounds, 0.14% hits | AID 759, 2007;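 active = GTP binding activity at least 20% away from the 100% baseline, either lowered as inhibitor or raised as activator; inconclusive = flagged as likely green fluorescent, judged across all proteins in the well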;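 also: 0% = unlabeled GTP competition control and 100% = no-compound control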
Target sequence (P01112 whole entry, looked up): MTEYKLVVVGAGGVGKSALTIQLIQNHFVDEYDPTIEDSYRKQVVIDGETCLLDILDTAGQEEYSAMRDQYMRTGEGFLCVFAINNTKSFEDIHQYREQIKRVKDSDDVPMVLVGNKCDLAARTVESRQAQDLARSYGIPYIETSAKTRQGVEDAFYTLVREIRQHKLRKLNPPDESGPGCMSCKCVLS
Rab7 wt modul: modulators of GTP binding to Rab7, primary screen, biochemical, wildtype, multiplex bead flow cytometry; Rab7 GTPase wild type (dog), Bodipy-FL-GTP binding; GST-Rab7 beads, fluorescent GTP binding; actives lie on both sides; untreated = 100%, excess cold GTP = 0%; GTP binding activity (percent of control), % at 10 µM; 190,000 compounds, 0.055% hits;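 active = fluorescent GTP binding to Rab7 beads changed by at least 20 points from the 100% baseline, either direction, mostly lower; inconclusive = compound itself probably fluorescent, or too few beads counted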;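 also: median green fluorescence of bound Bodipy-FL-GTP per Rab7 bead population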
Cdc42 wt: modulators of GTP binding to wildtype Cdc42, primary screen, biochemical, multiplex bead flow cytometry, Bodipy-GTP; GST-Cdc42 beads; actives lie on both sides; percent activity (GTP binding), % at 10 µM; 190,000 compounds, 0.2% hits; AID 761, 2007;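 active = percent activity GTP binding at least 20 points away from the 100% baseline, either down as inhibitor or up as activator; inconclusive = compound flagged as likely green fluorescent from well-wide comparison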;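 also: median bead fluorescence of bound Bodipy-FL-GTP at 100 nM; 0% = excess unlabeled GTP control and 100% = no compound control; below 100% means less GTP binding so inhibitor and above means activator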
Target sequence (P60953 whole entry, looked up): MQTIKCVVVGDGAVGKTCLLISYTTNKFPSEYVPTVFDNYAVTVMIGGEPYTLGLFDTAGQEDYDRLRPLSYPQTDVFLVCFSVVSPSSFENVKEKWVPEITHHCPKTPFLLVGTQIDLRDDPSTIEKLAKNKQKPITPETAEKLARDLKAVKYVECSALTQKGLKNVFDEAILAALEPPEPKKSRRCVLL
Mcl1 Bid PPI: Mcl-1/Bid binding inhibitors, primary screen, biochemical, TR-FRET, 1536-well. Induced myeloid leukemia cell differentiation protein Mcl-1 (Homo sapiens), Q07820. TR-FRET Mcl-1/Bid-Dy647 peptide binding. inhibition, % at 21.7 µM. 220,000 compounds, 0.97% hits;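 active = compounds that cut the binding signal by more than half at the single screening dose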;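 also: His-tagged Mcl-1 with europium anti-His antibody binding Bid BH3 peptide; 0% = Mcl-1 plus peptide wells and 100% = peptide-only wells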
Mcl-1 Bim block: inhibitors of Bim peptide binding to Mcl-1, primary screen, biochemical, bead-based flow cytometry, multiplex | Induced myeloid leukemia cell differentiation protein Mcl-1 (Homo sapiens), Q07820 | Bim peptide-Mcl-1 binding | inhibition, % at 10 µM | 190,000 compounds, 0.1% hits | AID 1009, 2008; in the data active = inhibition above about 40%;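 also: 0% = no compound tracer wells and 100% = peptide blocker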
Rac1 act GTP bind: GTP binding modulators of activated mutant Rac1, primary screen, biochemical, bead-based flow cytometry, multiplex, fluorescent GTP; GST-Rac1 activated beads; actives lie on both sides; 100% means binding = to untreated wells; percent activity (GTP binding), % at 10 µM; 190,000 compounds, 0.11% hits; AID 764, 2007;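 active = GTP binding at least 20 percentage points away from the 100% baseline, in either direction, so actives lie on both sides; inconclusive = Compound likely fluorescent itself, or too few beads counted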
Pf gametocyte: late stage P. falciparum gametocyte viability inhibitors, primary screen, ATP luminescence, HTS. P. falciparum stage V gametocytes, 24 h. inhibition, % at 10.9 µM. 150,000 compounds, 0.065% hits. AID 743093, 2013;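 active = inhibition above the mean plus 3 SD of compounds within the control limits, set per campaign, cut at about 38% in these data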;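 also: 0% = DMSO wells and 100% = medium only without gametocytes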
Active calls of the source: *; ? = inconclusive; . = no result given; [ ] = another dose, or the depositor's remark.

SMILES	Rac1 wt GTP bind	Mcl1-Noxa inh	Rab2 wt GTP	Avidin fluor	HRas wt GTP bind	Rab7 wt modul	Cdc42 wt	Mcl1 Bid PPI	Mcl-1 Bim block	Rac1 act GTP bind	Pf gametocyte
CCOC(=O)C(C)/C(C)=N/NC(=O)c1cc2ccccc2cc1O (centres undefined)	104	-9	101	7	101	101	105	-158	-10	101	.
CCOC(=O)C(NC(=O)c1ccccc1Cl)(Nc1sc2c(c1C(N)=O)CCC2)C(F)(F)F (centres undefined)	103	18	101	10	103	102	102	-22	-6	99	-26
Brc1ccccc1Cn1c(-c2cncs2)nc2ccccc21	94	13	96	6	93	94	96	11	-3	94	.
O=C(OCC(=O)N1CCc2ccccc2C1)c1ccc(N2CCOCC2)c([N+](=O)[O-])c1	103	17	101	11	99	102	100	6	-4	97	8
COc1ccc(NC(=O)Nc2ccccc2SC)cc1	95	-1	95	8	96	109	98	-31	0	90	.
O=C(O)c1ccccc1OCCOc1ccccc1	157*[activator]	12	130*[activator]	27	123*[activator]	123*[activator]	138*[activator]	11	2	132*[activator]	.
Cc1cc(C(=O)Nc2ccc3c(c2)OCCO3)c(C)o1	98	-2	100	10	99	101	98	-29	0	99	.
CCC1(CC)Cc2ccccc2C2=C(C(=O)N3CCCCC3)C(=O)C(=O)N21	100	5	100	5	97	102	97	-34	-19	97	-36
N#Cc1ccc2c(c1)nc1ccccn12	102	20	100	16	99	96	101	-12	-1	102	7
CCNc1nc(NC(C)C)nc(N(n2cnnc2)S(=O)(=O)c2ccc(C)cc2)n1	104	-21	101	13	99	100	101	-20	-2	101	-5
Cc1ccc(-c2nc3ccccc3o2)cc1NC(=O)c1ccc2c(c1)OCO2	109	-8	103	8	103	101	104	6	-1	101	8
Cc1c(C(=O)OCCOC(C)C)[nH]c2c1C(=O)CC(C)(C)C2	102	12	100	6	98	97	99	-1	0	99	.
CC(=O)Oc1ccccc1N(C(C)=O)S(=O)(=O)c1cccc([N+](=O)[O-])c1	94	15	97	9	93	100	92	-31	0	92	3
COc1ccccc1NC(=O)CN1CCN(c2ccc(Cl)cc2)CC1	100	23	101	14	101	96	102	-16	-4	99	-1
O=C(CCC(=O)N1CCCc2ccccc21)N1CCN(S(=O)(=O)c2ccccc2)CC1	103	-5	103	14	103	100	104	6	-1	100	21
COC(=O)c1cc(C(=O)N2CCN(c3cccc(C)c3C)CC2)cc([N+](=O)[O-])c1	97	-2	98	13	96	97	99	-18	1	96	-27
CN(C)CCCN(C(=O)CCOc1ccccc1)c1nc2ccc(F)cc2s1	98	5	100	11	98	103	94	3	-2	95	4
N/C(=N\OC(=O)Cc1ccccc1[N+](=O)[O-])c1ccc(Br)cc1	101	-10	95	6	96	95	93	-22	-2	95	22
CCOc1ccc2nc(SCC(=O)Nc3cc4c(cc3C(C)=O)OCO4)[nH]c2c1	102	-1	98	10	98	95	101	-6	-2	98	.
CCOC(=O)c1ccc(N/C(=N/S(=O)(=O)c2ccccc2)c2ccccc2)cc1	96	2	95	12	97	96	98	-38	1	97	-1

The last three compounds of the section above come first, to join the parts.
SMILES	Rac1 wt GTP bind	Mcl1-Noxa inh	Rab2 wt GTP	Avidin fluor	HRas wt GTP bind	Rab7 wt modul	Cdc42 wt	Mcl1 Bid PPI	Mcl-1 Bim block	Rac1 act GTP bind	Pf gametocyte
N/C(=N\OC(=O)Cc1ccccc1[N+](=O)[O-])c1ccc(Br)cc1	101	-10	95	6	96	95	93	-22	-2	95	22
CCOc1ccc2nc(SCC(=O)Nc3cc4c(cc3C(C)=O)OCO4)[nH]c2c1	102	-1	98	10	98	95	101	-6	-2	98	.
CCOC(=O)c1ccc(N/C(=N/S(=O)(=O)c2ccccc2)c2ccccc2)cc1	96	2	95	12	97	96	98	-38	1	97	-1
O=C(CCC1CCCC1)NCc1ccccn1	97	-4	96	14	98	97	96	-18	0	96	1
Cn1c(=O)c2c(ncn2CC(=O)N2CCN(c3ccccc3F)CC2)n(C)c1=O	102	17	101	20	99	100	102	2	-2	96	.
COc1ccc(C(=O)c2c(C(F)(F)F)oc3c2C(=O)c2ccccc2C3=O)cc1OC	109	-4	103	11	101	100	105	-31	0	99	16
c1ccc(N2N=C(c3cccs3)CC2c2ccco2)cc1 (centres undefined)	105	17	99	24	99	102	99	-35	-4	98	-34
COc1ccc(OC2C(=O)N(c3ccc(C)c(C)c3)C2c2ccc(OC)c(OC)c2)cc1 (centres undefined)	105	10	99	4	101	101	98	-18	-1	101	.
O=C(c1cc(F)c(F)cc1Cl)N1CCOCC1	102	-69	103	7	103	102	104	-11	3	104	.
CNC(=O)NC(=O)CSc1cccc(C(F)(F)F)c1	96	-2	95	33	97	95	99	-3	-1	95	4
CC(C)COC(=O)c1ccccc1OC(=O)c1ccncc1	100	4	96	13	97	105	96	-8	-2	95	-19
Cc1nc(NC(=O)C2CC2)sc1C	104	-7	101	3	102	102	96	-8	-2	100	7
COc1ccc(Cc2nnnn2CC(=O)O)cc1	110	27	100	8	101	104	102	15	0	102	.
CSc1ccc(CN(C)C(C)C(=O)NCc2ccccc2)cc1 (centres undefined)	96	0	97	5	98	95	96	-25	0	92	23
O=C(NCc1cccc(CNC(=O)C(=O)NCC2CCCO2)c1)C(=O)NCC1CCCO1 (centres undefined)	100	9	100	12	98	105	99	-1	1	96	-2
O=C(O)c1ccc(N2C(=O)c3ccc(C(=O)c4cccc([N+](=O)[O-])c4)cc3C2=O)cc1	96	17	90	9	92	93	90	7	-1	89	20
O=C(Cn1nnc(-c2ccc3c(c2)OCO3)n1)NCc1ccco1	99	17	96	38	100	99	100	-21	0	97	.
C/C(CC(=O)Nc1ccc(F)cc1)=N\NC(=O)c1ccccn1	96	21	97	23	100	106	98	-19	0	98	-24
O=C(N/N=C/c1ccc(Cl)c([N+](=O)[O-])c1)c1cnccn1	?	17	?	18	?	?	?	0	0	?	3
S=C(NCCc1ccccc1)N1CCc2ccccc2C1	89	17	95	8	92	99	88	-8	-2	91	-11
CCOC(=O)c1c(C)nc2c(c1-c1ccc(Cl)cc1)C(=O)CC(C)(C)C2	104	2	102	11	101	100	102	-3	-6	101	3
Cc1nnc(SCC(=O)NCc2ccco2)n1Cc1ccccc1	100	12	100	12	99	97	96	-15	2	95	.
C/C=C/c1ccc(OCCOCCOc2cccc3cccnc23)c(OC)c1	99	-47	99	10	100	102	100	-57	-3	99	.
Cc1ccc(-c2cc(C(F)(F)F)n3ncc(C(=O)N4CCN(C)CC4)c3n2)cc1	103	15	99	9	100	98	99	-2	0	97	-18
O=C1NC(c2ccco2)Nc2ccccc21 (centres undefined)	91	2	99	21	94	98	92	-15	4	97	15
COc1ccccc1-c1csc(NC(=O)c2ccc(N3C(=O)CCC3=O)cc2)n1	93	-38	94	10	92	94	97	7	-1	94	16
CC1NC(=O)N(C)[C@@H]2NC(=O)N(C)C(c3ccc([N+](=O)[O-])cc3)[C@@H]12 (some centres undefined)	98	3	97	6	96	94	97	-6	-1	94	.
O=C(Nc1ccccc1C(=O)N1CCOCC1)c1ccc(Cl)cc1	98	-2	100	7	98	102	95	-26	0	96	-23
Cc1noc(NS(=O)(=O)c2ccc(N/C=C/C(=O)c3cccnc3)cc2)c1C	98	29	93	6	94	95	98	2	1	96	.
CCOC(=O)c1c(NC(=O)CSc2nc(C)cc(C)c2C#N)sc(C(C)=O)c1C	107	-19	104	21	106	103	109	36	0	102	9
COc1ccc(-c2cc(C(F)(F)F)nc(NCc3cccnc3)n2)cc1	105	7	102	39	101	100	103	0	-2	100	1
COc1ccccc1N1CCN(/N=C/C=C\c2ccccc2[N+](=O)[O-])CC1	102	5	101	10	99	106	98	-11	-2	95	.
CC(N=C1NC(C)(C)Cc2ccccc21)C(=O)O (centres undefined)	101	-4	100	3	101	108	97	-9	1	96	.
CCOC(=O)CCCn1ncn2c(cc3occc32)c1=O	103	-11	102	3	100	99	101	-41	-2	100	.

7 successive entries out of the list so far, quoted:
SMILES	Rac1 wt GTP bind	Mcl1-Noxa inh	Rab2 wt GTP	Avidin fluor	HRas wt GTP bind	Rab7 wt modul	Cdc42 wt	Mcl1 Bid PPI	Mcl-1 Bim block	Rac1 act GTP bind	Pf gametocyte
O=C(Nc1ccccc1C(=O)N1CCOCC1)c1ccc(Cl)cc1	98	-2	100	7	98	102	95	-26	0	96	-23
Cc1noc(NS(=O)(=O)c2ccc(N/C=C/C(=O)c3cccnc3)cc2)c1C	98	29	93	6	94	95	98	2	1	96	.
CCOC(=O)c1c(NC(=O)CSc2nc(C)cc(C)c2C#N)sc(C(C)=O)c1C	107	-19	104	21	106	103	109	36	0	102	9
COc1ccc(-c2cc(C(F)(F)F)nc(NCc3cccnc3)n2)cc1	105	7	102	39	101	100	103	0	-2	100	1
COc1ccccc1N1CCN(/N=C/C=C\c2ccccc2[N+](=O)[O-])CC1	102	5	101	10	99	106	98	-11	-2	95	.
CC(N=C1NC(C)(C)Cc2ccccc21)C(=O)O (centres undefined)	101	-4	100	3	101	108	97	-9	1	96	.
CCOC(=O)CCCn1ncn2c(cc3occc32)c1=O	103	-11	102	3	100	99	101	-41	-2	100	.
